TCR CD3 inh: blocks the human TCR-CD3 interaction; hit rate 0.37% among 360,000; TAMRA-labeled TCR probe fluorescence, biochemical; inhibition, % at 9.4 µM; AID 651800; in the data active means inhibition above about 19%;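 further: recombinant mutant TCR 2C K166C tagged with TAMRA read by polarization; 0% = receptor in buffer alone and 100% = receptor with positive control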
PG9 binder: PG9 antibody binding by small molecule; TR-FRET gp120-PG9 antibody binding; inhibition, % at 6.7 µM; hit rate 0.43% among 360,000; AID 624416; in the data active means inhibition above about 8.5%
TDP2 inh: blocks human TDP2 phosphodiesterase activity; O95551; recombinant TDP2, T5PNP hydrolysis, p-nitrophenol absorbance 415 nm; inhibition, % at 12.8 µM; hit rate 0.34% among 370,000; AID 720702;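 active means inhibition above the mean of all tested compounds plus 3 SD, set per campaign, cut at about 25% in these data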;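 further: 0% = DMSO with enzyme and 100% = buffer with substrate but no TDP2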
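Assay system: Recombinant human TDP2 | Quantity: 120 nM TDP2 per well | Incubation: 2 h at 37 °C | Signal: Epi absorbance | Evaluation: Percent inhibition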
LEDGF integ inh: blocks HIV-1 LEDGF/p75-dependent DNA integration; inhibition, % at 3.7 µM; TR-FRET IN-LEDGF/p75 DNA integration, Eu/Cy5; hit rate 0.64% among 370,000;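 active means inhibition above the screen-wide mean plus 3 SD, cut at about 13% in these data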;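 further: signal is the Cy5 over europium emission ratio at 671 and 618 nm; 0% = plate median of compound wells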
ABHD4 inh: inhibitors of mouse ABHD4; Q8VD66; purified mABHD4, FP-Rh probe fluorescence polarization; inhibition, % at 8.92 µM; hit rate 0.54% among 370,000;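 active means inhibition exceeding the mean over every tested compound plus 3 SD, cut at about 30% in these data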;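 further: 0% = plate median of compound wells and 100% = S159A mutant with DMSO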
Target sequence (Q8VD66 whole entry, looked up): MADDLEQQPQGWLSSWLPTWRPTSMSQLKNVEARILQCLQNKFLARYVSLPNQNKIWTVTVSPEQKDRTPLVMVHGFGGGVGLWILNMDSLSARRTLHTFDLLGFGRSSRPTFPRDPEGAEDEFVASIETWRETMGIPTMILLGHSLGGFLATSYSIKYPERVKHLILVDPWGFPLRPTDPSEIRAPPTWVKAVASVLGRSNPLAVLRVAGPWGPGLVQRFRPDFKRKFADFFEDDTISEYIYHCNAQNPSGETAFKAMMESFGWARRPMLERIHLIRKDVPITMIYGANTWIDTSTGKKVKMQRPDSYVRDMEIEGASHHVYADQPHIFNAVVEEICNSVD
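Test system: mABHD4 protein; Read-out basis: % inhibition; Incubation: 45 min + 60 min at 25 °C; Repeats: single replicate; Technique: fluorescence polarization with parallel and perpendicular emission, 525/598 nm; Compound: 8.92 µM, single dose; Benchmarks: full inhibition S159A mutant plus DMSO, zero as sample-well median.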
Tn7 DDE FP: disrupts Tn7 cyclic peptide binding to fibrin D-Dimer-E complex; P02675; FP displacement of FITC-Tn7 peptide from fibrin DD(E); 0% = median of compound wells per plate; inhibition, % at 8.3 µM; hit rate 0.13% among 370,000; AID 720508;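 active means inhibition above the mean of compounds falling within the control limits plus 3 SD of them, cut at about 14% in these data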;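 further: 0% = plate median of compound wells and 100% = 10 µM Aha-Tn7 peptide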
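Measure: % inhibition scaled between sample-field median and high-control FP; Test system: human fibrin DD(E); Quantity: 2 µM final DD(E) protein; Doses: one dose, 8.3 µM nominal; Schedule: compound with protein 10 min, then 3 h after probe, room temperature; Detection: fluorescence polarization; Medium: Tris buffer with calcium and detergent, pH 7.8.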
PRMT1 inh: inhibitors of human PRMT1. Q99873. recombinant PRMT1, activity-based probe fluorescence polarization. inhibition, % at 2.79 µM. hit rate 1.3% among 370,000;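 active means inhibition above about 21% made by adding two undisclosed values, limit read from the data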
SIAE primary: human SIAE inhibition, primary screen; Q9HAT2; SIAE FP-Rh probe binding, fluorescence polarization; inhibition, % at 9.66 µM; hit rate 0.69% among 370,000; AID 1053197;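 active means inhibition above a cutoff: mean of compounds within the control limits plus 3 SD of those, cut at about 17% in these data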;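 further: 0% = plate median of compound wells and 100% = probe without SIAE protein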
HTRA1 inhibitor: HTRA1 (human) protease inhibition. inhibition, % at 5.96 µM. Q92743. hit rate 0.5% among 340,000. AID 504803. recombinant HTRA1, FP-rhodamine activity-based probe, fluorescence polarization; in the data active means inhibition above about 36%;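 further: 0% = enzyme with DMSO and 100% = wells lacking enzyme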
Target sequence (Q92743 whole entry, looked up): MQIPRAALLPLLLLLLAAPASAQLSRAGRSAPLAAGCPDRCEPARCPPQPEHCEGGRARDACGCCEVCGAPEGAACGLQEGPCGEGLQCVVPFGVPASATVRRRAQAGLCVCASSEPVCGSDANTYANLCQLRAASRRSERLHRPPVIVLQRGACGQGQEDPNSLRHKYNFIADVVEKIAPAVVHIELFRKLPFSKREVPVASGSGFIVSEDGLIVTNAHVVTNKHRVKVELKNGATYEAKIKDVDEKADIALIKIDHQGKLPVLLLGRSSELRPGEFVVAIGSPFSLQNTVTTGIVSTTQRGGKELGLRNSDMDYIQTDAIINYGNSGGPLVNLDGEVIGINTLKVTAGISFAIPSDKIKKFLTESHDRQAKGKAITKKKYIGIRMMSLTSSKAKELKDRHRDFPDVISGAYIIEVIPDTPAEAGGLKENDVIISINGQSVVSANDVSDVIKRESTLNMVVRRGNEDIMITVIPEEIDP
UHRF1 binding: UHRF1 methyl-DNA binding inhibition; Q96T88; UHRF1 binding to methylated oligo, TR-FRET; inhibition, % at 4.4 µM; hit rate 0.75% among 370,000; AID 687016; in the data active means inhibition above about 21%;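 further: UHRF1 SRA domain binding a hemimethylated CpG hairpin DNA probe; 0% = median of test compound wells and 100% = reference inhibitor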
Numbers without * were called inactive; nt = not tested or not shown.

Keys – A = TCR CD3 inh; B = PG9 binder; C = TDP2 inh; D = LEDGF integ inh; E = ABHD4 inh; F = Tn7 DDE FP; G = PRMT1 inh; H = SIAE primary; I = HTRA1 inhibitor; J = UHRF1 binding
1) CCOC(=O)c1cc(-c2csc(-c3cccc(Cl)c3)n2)on1
  A: -7.5; B: -0.3; C: 11.2; D: -1.9; E: -3.5; F: 3.3; G: -0.2; H: -2.8; I: -1.8; J: -0.4
2) COc1ccc(NC(=O)CN(C)C(=O)c2cccc3ccccc23)cc1
  A: -2.4; B: -0.8; C: -6.7; D: 2.1; E: -2.0; F: 1.8; G: -0.6; H: 4.1; I: 3.3; J: -1.2
3) CCn1c(=O)c(C(=O)NC(C)c2ccccc2)c(O)c2ccccc21 (centres undefined)
  A: 0.2; B: -1.3; C: -17.4; D: 6.8; E: -13.2; F: 2.4; G: -4.2; H: -6.9; I: -4.7; J: 3.3
4) COC(=O)c1oc2ccc(Br)cc2c1NC(=O)CN1CCN(C)CC1
  A: -3.2; B: 0.1; C: 5.5; D: -1.0; E: -2.6; F: -2.2; G: -2.9; H: 0.7; I: -6.3; J: -0.5
5) Cc1ccc(OCC(=O)N/N=C/c2cccnc2)cc1C
  A: 8.1; B: -0.2; C: -0.4; D: 1.3; E: -0.4; F: -3.5; G: -2.0; H: -5.5; I: 0.7; J: -0.9
6) CCCNC(=S)N1CCN(c2nc(-c3cccc(OC)c3)cs2)CC1
  A: -3.0; B: -1.2; C: -9.3; D: -4.3; E: -8.9; F: 1.4; G: 0.9; H: 2.9; I: -7.8; J: -1.9
7) COc1ccc(-c2csc(NC(=O)CCNC(=O)c3ccco3)n2)cc1
  A: 10.1; B: -0.2; C: 0.1; D: -2.6; E: -4.2; F: -9.3; G: -0.3; H: 1.3; I: 2.4; J: -1.4
8) CC(C)(C)c1ccc(C(=O)Nn2c(CCC(=O)O)ccc2-c2cccs2)cc1
  A: 7.3; B: -0.5; C: -5.5; D: 1.1; E: 6.1; F: 6.2; G: -2.6; H: 4.2; I: 1.0; J: -3.8
9) COC(=O)N1CCCc2cc(C)ccc21
  A: -3.4; B: -2.4; C: -9.1; D: 3.7; E: -15.1; F: 1.9; G: 3.2; H: 0.4; I: 1.4; J: 3.9
10) COc1ccc(/C=C2\SC(=S)N(CC(=O)NC3C=CS(=O)(=O)C3)C2=O)cc1 (centres undefined)
  A: -3.2; B: -3.8; C: -4.3; D: 2.4; E: 4.7; F: -2.7; G: 6.5; H: -43.8; I: -2.5; J: 0.4
11) Cc1c[n+](CC(=O)c2ccccc2)c(C)cn1
  A: 8.1; B: -1.2; C: 1.1; D: 0.2; E: 12.7; F: 4.3; G: 2.8; H: 1.7; I: 12.0; J: -4.6
12) Cn1c(SCc2ccc(Br)cc2)nnc1-c1ccncc1
  A: -0.8; B: -1.3; C: -4.3; D: -1.9; E: 0.8; F: 3.1; G: 2.2; H: 5.0; I: -9.3; J: 1.2
13) COc1ccccc1N(C)S(=O)(=O)c1ccc(C(=O)Nc2ccc(N3CCOCC3)cc2)cc1
  A: 3.4; B: -1.4; C: 12.4; D: 1.2; E: 4.0; F: -0.5; G: -0.7; H: -1.8; I: -2.9; J: -2.5
14) N#Cc1cccc(-n2c(-c3ccccc3)nnc2-c2ccccc2)c1C#N
  A: -6.2; B: -1.0; C: 0.3; D: -3.4; E: -8.8; F: -6.2; G: -2.0; H: -11.1; I: -22.9; J: 0.9
15) CC1=C(C(=O)N(C)C)CC(CC(=O)NCCc2ccccn2)C(=O)N1Cc1ccccc1 (centres undefined)
  A: -1.0; B: 0.1; C: -10.0; D: -1.3; E: 0.3; F: -6.3; G: -1.9; H: -5.8; I: 3.0; J: 1.9
16) COc1ccc(-n2c(C)cc(/C=C3\C(=N)N4N=C(CC(=O)N5CCOCC5)SC4=NC3=O)c2C)cc1
  A: -0.9; B: -1.1; C: -1.3; D: 0.6; E: -5.2; F: -0.4; G: 4.8; H: -4.6; I: 0.7; J: -0.7
17) CCN(Cc1ccncc1)C(=O)c1cccs1
  A: 1.7; B: -0.3; C: -0.6; D: -4.8; E: -1.8; F: -1.3; G: 2.0; H: -1.1; I: -1.7; J: 4.0
18) C/C(=C\c1ccccc1)CN1CCN(C(C)C)C(CCO)C1 (centres undefined)
  A: -2.7; B: -1.1; C: 2.9; D: -3.0; E: 4.4; F: -3.3; G: 0.5; H: -2.4; I: 1.9; J: 0.1
19) CCOc1cc(C(=O)N(Cc2ccccc2)c2ccc(C)cc2)ccc1OCC(=O)N1CCOCC1
  A: 0.6; B: -0.6; C: -6.4; D: 1.8; E: 3.4; F: -0.7; G: 0.1; H: -6.5; I: 3.6; J: -2.6
20) CCOC(=O)CNC(=O)CNC(=O)c1ccc(OC)cc1
  A: 3.5; B: -0.1; C: 2.1; D: 0.9; E: 4.3; F: -1.5; G: -1.0; H: 1.1; I: -4.6; J: 1.1

Reprinted from the part before: two entries, then new ones.
Keys – A = TCR CD3 inh; B = PG9 binder; C = TDP2 inh; D = LEDGF integ inh; E = ABHD4 inh; F = Tn7 DDE FP; G = PRMT1 inh; H = SIAE primary; I = HTRA1 inhibitor; J = UHRF1 binding
19) CCOc1cc(C(=O)N(Cc2ccccc2)c2ccc(C)cc2)ccc1OCC(=O)N1CCOCC1
  A: 0.6; B: -0.6; C: -6.4; D: 1.8; E: 3.4; F: -0.7; G: 0.1; H: -6.5; I: 3.6; J: -2.6
20) CCOC(=O)CNC(=O)CNC(=O)c1ccc(OC)cc1
  A: 3.5; B: -0.1; C: 2.1; D: 0.9; E: 4.3; F: -1.5; G: -1.0; H: 1.1; I: -4.6; J: 1.1
21) Cc1ccc(OC(=O)COc2ccccc2C)c(-n2nc3ccccc3n2)c1
  A: 2.7; B: -0.1; C: -6.2; D: -5.8; E: -1.6; F: 0.3; G: 23.6*; H: -10.6; I: -19.6; J: -2.9
22) COc1cc2sc(-c3ccccc3OC)c(-c3ccc(O)cc3)c2cc1OC
  A: -8.8; B: 0.9; C: -7.2; D: -0.3; E: -24.6; F: -2.6; G: 3.6; H: 8.8; I: 0.7; J: 0.3
23) Cc1cc(C)c(C)c(S(=O)(=O)N[C@@H](C)C(=O)OCc2cc(=O)n3cc(Br)ccc3n2)c1C
  A: 1.2; B: 0.0; C: 9.8; D: 0.9; E: 2.9; F: -3.1; G: -0.8; H: 2.5; I: -1.9; J: 11.6
24) CCSc1nnc(NC(=O)CSc2nnc(-c3c[nH]c4ccccc34)n2CC)s1
  A: -6.0; B: -1.1; C: -0.6; D: -1.3; E: -3.5; F: 4.9; G: -1.6; H: -5.2; I: -13.1; J: -1.8
25) C[C@H](CO)N1C[C@H](C)[C@@H](CN(C)S(C)(=O)=O)Oc2c(NC(=O)C3CCCCC3)cccc2C1=O
  A: -9.6; B: 0.7; C: 7.8; D: 2.4; E: 5.4; F: 2.8; G: -0.4; H: 8.5; I: 10.9; J: -2.6
26) O=C(c1cccnc1)N1CCc2ccccc21
  A: 0.0; B: 0.3; C: 5.4; D: 0.2; E: -2.2; F: -8.4; G: -2.7; H: 2.1; I: 6.3; J: -0.7
27) CCc1cc2c(=O)n(-c3ccccc3)cnc2s1
  A: -3.7; B: 1.9; C: -12.6; D: -2.4; E: -1.8; F: 5.2; G: 2.1; H: -2.6; I: -6.7; J: -0.3
28) O=C1CN(C(=O)CSc2nnnn2-c2ccc(Cl)cc2)c2ccccc2N1
  A: -0.6; B: 0.4; C: 5.5; D: -3.3; E: 2.7; F: -1.3; G: -1.3; H: 2.0; I: -6.1; J: -3.4
29) COc1cc(C(=O)N(C)CC2CCN(CCc3cccc(C(F)(F)F)c3)CC2)ccc1C
  A: 5.2; B: 0.5; C: 3.0; D: 0.6; E: 2.0; F: 8.3; G: 0.7; H: -7.9; I: 7.6; J: -1.0
30) COC(C[C@H]1O[C@H]1[C@H](O)COCc1ccccc1)OC
  A: 6.5; B: 1.3; C: 14.3; D: -0.6; E: 0.2; F: 3.2; G: -1.6; H: -2.6; I: 10.0; J: -2.5
31) CC1c2[nH]c3ccccc3c2CCN1C(=O)Nc1ccccc1 (centres undefined)
  A: 3.3; B: -3.0; C: 1.5; D: -0.2; E: 8.1; F: -5.7; G: -2.4; H: -3.7; I: 4.9; J: 3.9
32) Cc1c(-c2ccccc2)oc2c(C(=O)OCC(=O)Nc3cccc(F)c3)cccc2c1=O
  A: 5.9; B: -1.1; C: -3.4; D: 0.4; E: -3.4; F: 0.1; G: -1.1; H: -7.9; I: 3.0; J: 0.8
33) O=C(CSc1nc2[nH]ncc2c(=O)[nH]1)NCc1ccc(F)cc1
  A: 5.8; B: -3.1; C: -17.9; D: 2.6; E: -4.7; F: -2.1; G: -4.7; H: -10.8; I: 1.5; J: 2.1
34) CC(=O)c1c(C)[nH]c(C(=O)NNC(=O)c2ccc(Br)cc2)c1C
  A: -8.1; B: -1.2; C: -9.2; D: 3.9; E: -4.9; F: -3.5; G: -2.5; H: -1.7; I: -6.8; J: 1.2
35) CCN(CC)C(=O)c1cc2c(=O)c3cc(Cl)ccc3oc2nc1C
  A: 4.8; B: -1.7; C: -7.1; D: 0.0; E: -3.4; F: 4.8; G: -0.5; H: -8.2; I: -4.3; J: 0.5
36) O=C(CSc1ccc2nnc(-c3ccccn3)n2n1)NCc1ccco1
  A: 2.1; B: 0.2; C: 1.2; D: 0.4; E: -11.5; F: 11.4; G: 18.3; H: -5.8; I: 2.1; J: 4.9
37) Cc1ccc(C(=O)n2ccc3ccc(-c4ccc5ccn(Cc6ccccc6)c5c4)cc32)cc1
  A: nt; B: nt; C: -5.8; D: -3.5; E: -7.2; F: 4.1; G: 0.6; H: 2.6; I: nt; J: -0.9
38) CSCC[C@H](NS(=O)(=O)c1ccc(C)cc1)C(=O)N1CCC(C(=O)N[C@@H](Cc2ccccc2)C(=O)O)CC1
  A: 2.8; B: -1.1; C: 4.3; D: 3.3; E: 2.2; F: -2.6; G: -8.2; H: -1.9; I: -1.8; J: 1.0
39) COc1cccc(OCCNC(=O)c2cccc(OC)c2)c1
  A: 6.2; B: 0.5; C: -1.4; D: -1.4; E: 4.3; F: 1.8; G: -2.5; H: 2.8; I: -9.3; J: -1.0
40) CC(=O)Nc1cccc(C(=O)OCC(=O)c2ccc3c(c2)OCO3)c1
  A: 3.6; B: 1.3; C: 9.6; D: -1.2; E: -1.1; F: 1.9; G: -0.9; H: 7.5; I: -9.1; J: -2.4
